m5-HT2A agonist – activates the mouse 5-HT2A serotonin receptor. P35363. CHO-K1 mHTR2A beta-arrestin complementation, luminescence; percent of 30 µM serotonin response. activation, % at 7.6 µM. 360,000 compounds, 0.66% hits. AID 624169;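 active = activation above a run cutoff, the mean activation of all tested compounds plus 3 SD, cut at about 14% in these data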;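 also: 0% = plate median of compound wells and 100% = 30 µM serotonin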
Target sequence (P35363 whole entry, looked up): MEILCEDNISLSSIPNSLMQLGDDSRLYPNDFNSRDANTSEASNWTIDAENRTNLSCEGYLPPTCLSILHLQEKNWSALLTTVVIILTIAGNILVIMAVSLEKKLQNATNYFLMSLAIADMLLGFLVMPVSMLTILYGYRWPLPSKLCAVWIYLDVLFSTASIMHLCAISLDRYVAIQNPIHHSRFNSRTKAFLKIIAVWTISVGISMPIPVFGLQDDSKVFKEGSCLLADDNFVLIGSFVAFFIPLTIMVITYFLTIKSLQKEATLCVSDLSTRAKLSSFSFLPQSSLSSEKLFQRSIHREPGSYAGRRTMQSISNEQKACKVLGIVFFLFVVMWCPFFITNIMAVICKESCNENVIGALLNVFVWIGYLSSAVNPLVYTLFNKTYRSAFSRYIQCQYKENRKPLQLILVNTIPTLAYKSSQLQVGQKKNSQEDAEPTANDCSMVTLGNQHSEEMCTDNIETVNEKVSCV
Granule exo inh – blocks lytic granule exocytosis | TALL-104 LAMP-1 surface exposure, flow cytometry; cells stimulated with thapsigargin and PMA | 360,000 compounds, 0.66% hits | inhibition, % at 10 µM;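 active = inhibition above about 55%, limit read from the data; inconclusive = no clear call, values can overlap the other calls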
iPSC survival up – enhancers of human iPSC single-cell survival. hiPSC single-cell survival, ATPlite luminescence; 100% = ROCK inhibitor wells, 0% = DMSO. survival enhancement, % at 20 µM. 360,000 compounds, 0.044% hits; in the data active = survival enhancement above about 18%;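 also: cells exposed to compounds for 16 hours before the ATP read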
PDI turbidity – PDI (human) enzyme inhibition; P07237; PDI insulin aggregation turbidity, A650, 90 min; inhibition, % at 10 µM; 350,000 compounds, 0.052% hits; AID 588391;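 active = mean inhibition across replicates of 30% or more, whatever share of single replicates reach that level; inconclusive = mean inhibition below 30% while every single replicate reaches 30%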;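 also: absorbance from insulin aggregation driven by PDI reduction with DTT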
Target sequence (P07237 whole entry, looked up): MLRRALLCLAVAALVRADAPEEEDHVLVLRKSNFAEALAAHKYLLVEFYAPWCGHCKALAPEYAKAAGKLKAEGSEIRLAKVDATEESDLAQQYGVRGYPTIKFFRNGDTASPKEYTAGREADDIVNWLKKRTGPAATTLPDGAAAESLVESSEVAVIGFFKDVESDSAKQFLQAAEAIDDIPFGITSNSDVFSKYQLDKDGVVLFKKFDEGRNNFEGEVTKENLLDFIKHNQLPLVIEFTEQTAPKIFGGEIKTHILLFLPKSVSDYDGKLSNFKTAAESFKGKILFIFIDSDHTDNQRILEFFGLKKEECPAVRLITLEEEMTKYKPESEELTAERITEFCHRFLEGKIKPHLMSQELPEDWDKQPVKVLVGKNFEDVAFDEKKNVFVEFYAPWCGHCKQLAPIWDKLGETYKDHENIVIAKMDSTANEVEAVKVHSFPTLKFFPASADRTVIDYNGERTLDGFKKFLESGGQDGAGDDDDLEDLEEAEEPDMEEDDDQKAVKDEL
Cardio protect – myocardial damage modulation in H9c2 cells. H9c2 cardiomyocytes, H2O2 injury protection, ATPLite, 2 h. AID 588492. 360,000 compounds, 0.63% hits. protection from H2O2 cell death, % at 20 µM;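 active = compounds giving at least 50% protection of heart cells from peroxide-induced death in the single-dose screen, raw or plate-pattern-corrected value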;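 also: 0% = DMSO wells with peroxide and 100% = DMSO wells without peroxide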
Vif imaging – HIV Vif inhibition; HEK293T cells, Vif self-association by quenched fluorescence, imaging, 24 h; inhibition, % at 7.49 µM; 340,000 compounds, 0.35% hits; AID 602346; in the data active = inhibition above about 50%, passing the limit was not always enough; inconclusive = no clear call, values can overlap the other calls; inactive = below about 31%; also: some results filed as inactive read as strong as hits
CaV13 FRET inh – Disruptors of the CACNA1D IQ motif to Ca2+-dependent inactivation inhibitor domain association, primary screening, Förster resonance energy transfer in intact living …. HEK cells, CFP/YFP FRET ICDI-IQ, plate reader, 10 min; percent FRET-ratio fall versus neutral wells. inhibition, % at 12.3 µM. 340,000 compounds, 0.098% hits. AID 743397;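 active = mean replicate inhibition of at least 30% and at least 1% of replicates passing that level; inconclusive = only one of the two criteria is met; inactive = neither criterion is met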;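 also: 0% = median of the neutral control wells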
Glyco luc inh – N-linked glycosylation inhibition | D54 ERlucT glycosylation luciferase reporter, 24 h; percent of 100 nM tunicamycin response | reporter increase, % at 12.5 µM | 360,000 compounds, 0.23% hits | AID 588692;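 active = mean luciferase reporter signal, scaled so untreated is 0 and the glycosylation-blocking control 100, at or above a set limit in every replicate; inconclusive = mean reaches the limit but not every replicate does; inactive = mean below the limit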;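 also: luciferase carries N-glycosylation sites so blocking glycosylation raises the light; 0% = median of neutral control wells and 100% = median of 100 nM tunicamycin wells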
ABCB6 inh 2 – blocks the human ABCB6 transporter; Q9NP58; K562-ABCB6 porphyrin accumulation, flow cytometry, 1 h; active compounds read low; fluorescence ratio to DMSO, % at 10 µM; 360,000 compounds, 0.19% hits; AID 602162;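 active = fluorescence ratio to DMSO below 75%, the collection mean minus 3 SD; inconclusive = too few cells collected in the well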;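 also: signal is porphyrin accumulated inside mitochondria; 100% equals median channel fluorescence of DMSO control wells; lower ratio means ABCB6 inhibition with less porphyrin fluorescence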
aDG glyco up – increases alpha dystroglycan glycosylation; AID 624168; 360,000 compounds, 0.22% hits; Pro5-aDG cells, alpha-DG glycosylation AlphaScreen (IIH6); 0% Pro5, 100% B10-LARGE cell signal; activation, % at 10 µM;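 active = activation of at least 8% versus controls, or a plate z-score of at least 8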;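 also: Pro5 are CHO cells carrying HIG-tagged alpha-DG that lacks glycosylation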
Active calls of the source: *; ? = inconclusive; · = no result given.

item	structure	Granule exo inh	Vif imaging	Cardio protect	ABCB6 inh 2	aDG glyco up	CaV13 FRET inh	iPSC survival up	m5-HT2A agonist	PDI turbidity	Glyco luc inh
1	CCc1ccccc1Nc1nc(N)nc(COC(=O)c2cccn2C)n1	-0.7	-14.5	7.0	98.0	-0.2	-4.8	0.2	-2.1	0.0	-9.1
2	CC1CCCN(C(=S)Nc2ccc(S(=O)(=O)N3CCCCC3)cc2)C1 (stereo unspecified)	-5.2	-8.8	0.0	97.0	-0.1	-4.8	-0.7	-1.6	6.6	0.7
3	CC12CC3(C)CC(C)(C1)CC(C(=O)NCC(=O)O)(C2)C3	-3.7	-0.5	-6.2	101.0	0.0	-3.8	-1.0	1.2	-6.6	1.9
4	Cc1ccc(CNS(=O)(=O)NCc2ccccc2F)cc1	-4.8	3.5	5.5	102.0	0.5	2.5	-0.6	-2.6	6.0	-0.5
5	COC(=O)CSc1nnnn1-c1cccc2ccccc12	2.2	9.2	0.5	101.0	0.0	-11.8	-0.6	-0.5	7.5	-0.3
6	CCOC(=O)Cc1cc(C)[nH]c1C(=O)OCC	-5.2	-12.6	9.0	98.0	-0.2	-3.8	-0.1	-2.0	12.8	3.3
7	Cc1ccc(C)c(OCCC(=O)OCC(=O)N2c3ccccc3NC(=O)C2(C)C)c1	-1.7	6.8	-1.2	94.0	0.3	-5.5	0.1	0.9	9.6	-0.9
8	CCCN(CCC)c1nc(N)nc(-c2cc(Cl)ccc2OC)n1	-1.6	5.9	-14.4	92.0	0.9	-6.7	-2.4	4.2	-0.3	1.8
9	O=C(CC1SC(=Nc2ccc3c(c2)OCCO3)NC1=O)Nc1ccc(F)cc1F (stereo unspecified)	-3.4	-3.8	4.3	98.0	-0.1	-15.6	-0.3	-1.0	-6.9	-1.0
10	CCOCCCN(C)C1CCN(C(=O)c2oc3ccccc3c2NC(=O)Cc2ccc(F)cc2)CC1	-0.2	4.5	-3.3	101.0	0.2	-6.2	-0.4	-13.1	4.0	-4.3
11	Cc1ccc2c(c1)C(=O)C(=O)N2Cc1ccc(Cl)cc1	-5.5	-3.9	-11.2	79.0	0.1	-4.2	-1.9	-6.2	-1.1	7.3
12	CCc1ccc(C2C(C#N)=C(N)Oc3cc(N)ccc32)cc1 (stereo unspecified)	0.2	3.3	-2.4	107.0	0.0	-4.6	-0.1	3.2	-1.6	0.0
13	CC(C)(Cc1ccccc1)/[N+]([O-])=C\c1ccccc1	-3.8	-10.8	-0.9	99.0	-0.1	-8.9	2.5	-1.1	-2.2	-0.2
14	CC1(Cc2ccc(C(F)(F)F)o2)C(=O)Nc2cc(-c3ccc(F)cc3F)ccc21 (stereo unspecified)	21.1	·	-15.2	99.0	0.5	-4.8	6.8	1.3	-2.1	-4.8
15	CC1(C)COC2(OC1)C(=O)N(CN1CCOCC1)c1ccccc12	0.7	-3.2	4.1	96.0	0.1	-1.8	-1.0	-2.0	-0.6	1.1
16	O=C(Nc1cccc(C(=O)O)c1)/C(=C\c1ccc2c(c1)OCO2)NC(=O)c1ccco1	-0.6	-14.6	5.7	99.0	-0.2	-1.5	1.7	3.0	-13.1	0.6
17	CC(C)(C)n1nc2c(c1NC(=O)c1ccco1)CS(=O)C2 (stereo unspecified)	-0.5	·	8.3	110.0	0.1	·	2.9	-1.8	1.5	0.5
18	COc1ncnc2c1ncn2CCCNCC(C)c1ccccc1 (stereo unspecified)	2.6	2.1	-3.9	103.0	-0.2	-5.8	5.9	-1.4	-2.0	0.3
19	O=C(COC(=O)c1ccc(-n2cnnn2)cc1)c1ccc(Br)cc1	0.4	1.7	1.0	99.0	0.0	-12.3	1.3	2.5	0.8	1.4
20	CC(=O)OC(C(=O)NC1CCCCC1)c1ccc(Cl)cc1 (stereo unspecified)	-1.4	2.1	5.6	93.0	-0.3	-5.3	-3.3	-3.3	0.9	0.3
21	C=CCNC(=S)/N=c1/ccccn1C	-5.7	4.7	-15.0	98.0	0.0	-1.1	-0.3	6.3	2.3	-0.1
22	CC(=O)c1c(C)nc2ccccc2c1N	-2.4	-5.1	2.5	101.0	-0.1	-0.4	2.5	2.6	-0.4	1.5
23	N=C1S/C(=C\c2ccco2)C(=O)N1c1nccs1	-2.3	0.1	19.6	101.0	-0.1	-18.8	-0.7	-5.7	-4.3	4.7
24	O=C(c1ccncc1)N1CCN(c2cc(-c3ccccc3)nc3cc(-c4cccc(Cl)c4)nn23)CC1	11.4	1.3	29.9	95.0	0.7	-5.0	0.4	0.7	10.5	-13.0
25	CCOC(=O)C1(C(F)(F)F)N=C(c2cccnc2)OC(N2CCOCC2)=N1 (stereo unspecified)	-1.9	7.6	-3.5	95.0	0.4	-6.4	1.6	1.3	6.0	1.4
26	CN(C)C(=S)Nc1ccc2c(c1)OCCO2	4.8	0.7	-1.7	98.0	1.0	-4.2	-0.3	-0.7	-7.2	1.2
27	CC(C)CN1CCC(C(=O)N2CCN(c3ccccc3F)CC2)CC1	7.6	2.0	11.1	96.0	0.2	-2.9	-2.1	-5.4	3.5	-3.0
28	Cc1cc(-c2nnc(CCC(=O)NC(Cc3ccccc3)c3ccccc3)o2)no1 (stereo unspecified)	-1.0	11.2	-3.5	101.0	-0.3	-5.9	0.0	4.7	18.3	4.3
29	Cc1ccc(OCC(=O)N2CCOCC2)c([N+](=O)[O-])n1	-3.1	-1.9	3.0	97.0	0.1	-1.9	0.3	3.4	2.0	0.6
30	CCN(CC)CCN(C(=O)c1ccc(Br)s1)c1nc2cc3c(cc2s1)OCCO3	-0.2	-1.7	2.4	97.0	0.0	-16.7	0.6	-1.4	-2.2	2.4

Remaining list, next part:
item	structure	Granule exo inh	Vif imaging	Cardio protect	ABCB6 inh 2	aDG glyco up	CaV13 FRET inh	iPSC survival up	m5-HT2A agonist	PDI turbidity	Glyco luc inh
31	Cc1ccc(-n2nnnc2SC(C)C(N)=O)c(C)c1 (stereo unspecified)	-0.9	1.3	-2.8	101.0	-0.1	-3.4	2.5	-1.1	4.2	1.4
32	COC(=O)CCCC1=CC2=CC(=O)C(C)(OC(=O)c3cccs3)C(=O)C2=CN1C1CC1 (stereo unspecified)	-0.3	3.5	2.7	99.0	0.3	-5.2	3.9	1.7	7.5	-0.1
33	C=CCN(c1ccccc1OC)S(=O)(=O)c1cccc(C(=O)NCc2ccco2)c1	23.6	?	-4.6	101.0	0.0	-5.5	3.5	-2.9	-0.3	2.2
34	CC(=O)NCCC(=O)Nc1nc2c(ccc3ccccc32)s1	-5.6	-9.9	-0.8	168.0	0.1	-1.9	-0.3	-0.8	-1.5	4.0
35	CC1CCC(NC(=O)c2cc(S(=O)(=O)N3CCCCC3)c[nH]2)CC1 (stereo unspecified)	-1.0	-10.6	-3.5	95.0	0.5	-5.7	-0.4	1.5	3.8	-3.2
36	CSc1ncc(Cl)c(C(=O)NCc2cccnc2)n1	-15.3	·	4.5	96.0	-0.1	-3.7	-0.1	1.4	-3.3	1.2
37	O=C(NCCCc1ccccc1)C(=O)NCC1OCCN1S(=O)(=O)c1ccc(F)cc1 (stereo unspecified)	-0.9	-2.8	-6.6	94.0	-0.1	·	-0.1	3.1	-17.0	-4.4
38	Cn1c(C(=O)O)ccc1S(=O)(=O)N1CCCCCC1	-2.6	2.7	-2.6	95.0	0.0	-5.6	0.1	-3.5	1.5	3.5
39	COc1ccc(CCNC(=O)c2ccc3c(c2)S(=O)(=O)N=C2CCCCCN23)cc1	1.7	2.3	15.4	94.0	0.2	-5.6	0.3	-2.6	0.5	0.9
40	O=C(CN1CCN(C(=O)c2ccco2)CC1)NCc1ccc(Cl)cc1	-1.2	-5.2	3.7	97.0	0.5	-11.7	-0.2	2.9	19.8	-0.8
41	Cc1ccc(CC(=O)NCc2ccc(F)cc2)cc1	0.5	-2.0	2.2	102.0	-0.3	1.9	-0.1	-3.4	-2.8	18.9
42	Cc1ccc(S(=O)(=O)NCc2cccnc2)c(C)c1	5.7	-4.8	-0.9	101.0	0.1	-4.4	-0.6	3.1	0.8	-0.5
43	CCOC(=O)CC(NC(=O)c1cccs1)c1ccc(OCC)cc1 (stereo unspecified)	-2.6	-2.0	2.4	103.0	-0.3	-3.8	2.1	-2.0	-1.9	0.2
44	COc1ccc(-n2nnc3c(=O)n(CC(=O)N4CCC(Cc5ccccc5)CC4)cnc32)cc1	1.6	-4.0	4.2	91.0	0.3	-3.0	-1.1	-3.0	·	-0.7
45	Clc1ccc(-n2nnnc2-c2cnc(-c3ccncc3)nc2-c2cccs2)cc1	-0.5	·	3.1	79.0	0.3	-9.4	-1.4	-0.3	-5.2	·
46	O=C(NC1CCCCC1)C(c1ccccc1)N(C(=O)c1cccs1)c1ccc2c(c1)OCO2 (stereo unspecified)	-4.0	-3.5	-5.6	96.0	0.0	-8.6	1.1	3.2	-4.2	-4.1
47	COc1ccccc1C(=O)NC(=O)COC(=O)c1ccc(NC(=O)CC#N)cc1	3.2	1.4	18.9	100.0	0.1	-4.4	0.3	4.0	9.6	0.1
48	Cc1cccc(NC(=O)c2cc(C)nc3ccccc23)c1	-11.5	-8.2	-1.5	105.0	-0.1	-3.7	-0.2	-6.0	2.6	-0.6
49	CSc1ncccc1C(=O)OCc1ccc(Br)cc1	-26.1	14.6	-9.8	101.0	0.1	9.2	0.5	-2.2	2.1	-3.5
50	CC1=C(/C=C/C(C)=C/C=C/C(C)=C\C(=O)O)C(C)(C)CCC1	-2.8	-1.2	-6.6	90.0	-0.2	-5.1	0.1	-4.9	1.4	4.6
51	COc1ccc(C)cc1NC(=O)CN1C(=O)COc2ccc(S(=O)(=O)N3CCC(C)CC3)cc21	0.2	-9.9	2.0	99.0	-0.1	-7.0	0.0	2.8	-2.0	-2.5
52	COC(=O)c1ccc(CSc2nc3ccc(Cl)cc3[nH]2)o1	-2.6	-0.1	·	92.0	·	-0.2	·	1.6	-0.6	1.0

Screens as filed in PubChem.
